# Assay outcomes: PubChem, Broad Institute
# BL2 CD40 inh – CD40 pathway inhibition in BL2 cells; inhibition, % at 10 µM; BL2 NF-kB luciferase reporter, CD40L-induced, 4 h; hit rate 0.94% among 83,000; AID 1053188;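 active = mean inhibition of at least 50% with a set share of replicates also reaching that level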;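 also: 0% = neutral control wells and 100% = IKK inhibitor VII at 50 µM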
# * marks the source's active call; other numbers are inactive results; & = joins results of further samples; [ ] = another dose, or the depositor's remark. A portion of the library, so the mix of outcomes need not match the whole.
SMILES,BL2 CD40 inh
C[C@@H](NC(=O)C[C@@H]1C[C@H]2c3cc(NC(=O)NC4CCCC4)ccc3O[C@H]2[C@H](CO)O1)c1ccccc1,0.1
COC(=O)C1=C(C)NC(C)=C(C(=O)OC)C1C(=O)OC(C)C(=O)c1ccccc1 (stereo not drawn),-19.5
CCOC(=O)Cn1cnc2sc(C(=O)OC)c(C)c2c1=O,0.5
Cc1cc(C(=O)NCCC2=CCCCC2)no1,-9.0
COc1ccc(N2C(=O)CC(Sc3nnc(-c4ccccc4F)n3C)C2=O)cc1 (stereo not drawn),5.0
Cc1ccc(N2CCCC2=O)cc1S(=O)(=O)N1CCOCC1,5.7
O=C(Nc1ccccc1C(=O)OCC(=O)c1c[nH]c2ccccc12)c1ccco1,-56.9
O=C(O)C[C@@H]1C[C@H]2c3cc(NS(=O)(=O)c4ccc(F)cc4)ccc3O[C@H]2[C@H](CO)O1,-1.4[25 µM]
COc1cccc(CN2CCN(C(=O)c3ccc(-c4ccccc4)cc3)CC2)c1,17.2
Cc1ccc(NC(=O)C2CC(=O)Nc3nncn32)cc1 (stereo not drawn),-1.5
COc1ccc(C(=O)COC(=O)C2CC3CCCC(C2)C3=O)cc1Br (stereo not drawn),4.5
O=C(O)CCN1C(=O)/C(=C\c2ccncc2)SC1=S,5.9
COc1ccc(S(=O)(=O)NCc2ccco2)cc1-c1nnc2c3ccccc3c(C)nn12,0.7
Cc1cc(C)n2nc(S(=O)(=O)NCCc3ccccc3)nc2n1,6.2
CCOc1ccc(C(=O)CCC(=O)NC2=NCCS2)cc1,-3.1
CN1C(=O)c2cc(NC(=O)C3CCCCC3)ccc2OC[C@H]2O[C@H](CC(=O)NC3CCCC3)CC[C@@H]21,6.4
O=C(NCc1ccccc1)N1CCC(Cc2ccccc2)CC1,1.7
O=C(CNc1cccc(S(=O)(=O)N2CCCC2)c1)Nc1cccc(F)c1,-42.8
CC(=O)Nc1ccc(NC(=O)C2(C)Cc3c(-c4ccccc4)ccnc3O2)cc1 (stereo not drawn),-7.4
CC(=O)N1CCN(c2ccc(NC(=O)c3cc4ccccc4o3)cc2)CC1,-24.7
O=C(NCC1CCCO1)c1ccc(S(=O)(=O)Nc2ccccc2F)cc1 (stereo not drawn),9.9
Nc1ccc(Sc2nc3ccccc3[nH]2)cc1,2.2
COc1ccccc1NCC(=O)NC(=O)NC1CCCCC1,1.9
CCC(C)c1ccccc1N1CC(C(=O)N2CCN(c3ccccc3)CC2)CC1=O (stereo not drawn),9.2
O=[N+]([O-])c1ccc(OCCCn2cncn2)cc1,9.7
COc1ccc(NS(=O)(=O)c2cccc(C(=O)NCC(c3ccccc3)N(C)C)c2)cc1 (stereo not drawn),-6.1
CCC(=O)N1CCCC1(C)C(=O)Nc1cc(OC)ccc1OC (stereo not drawn),1.4
CCCNC(=O)[C@@H]1[C@@H](CO)[C@@H]2Cn3c(ccc(-c4ccc(F)cc4)c3=O)[C@H]1N2Cc1ccccc1F,4.7[25 µM]
CCCCn1c(N)c(N(Cc2ccccc2OC)C(=O)c2sccc2C)c(=O)[nH]c1=O,-0.1
O=C(NCCN=C1NS(=O)(=O)c2ccccc21)c1ccco1,17.9
CCNS(=O)(=O)c1ccc(Br)c(C(=O)OC(C)C(=O)NCC2CCCCC2)c1 (stereo not drawn),-12.0
CS(=O)(=O)c1ccc(Cl)c(NC(=O)C2CCCN(C(=O)c3ccc(Cl)cc3)C2)c1 (stereo not drawn),-1.6
O=C(C[C@@H]1CC[C@@H]2[C@H](COC[C@H](O)CN2Cc2ccc3c(c2)OCO3)O1)Nc1ccc(-c2ccccc2)cc1,1.6
O=C(Nc1cnc2ccccc2c1)N1CCCCC1,-18.0
O=C(COC(=O)c1ccc(S(=O)(=O)N2CCCC2)cc1)NCc1ccco1,7.6
O=C(c1ccc(S(=O)(=O)N2CCOCC2)cc1)N1CCCc2ccccc21,3.2
COc1ccccc1C(=O)NCCC(=O)N1CCN(C(=O)c2ccco2)CC1,-48.2
COc1ccc(Cc2nc3ccc(C(=O)N4CCOCC4)cc3o2)cc1,-100.0
O=C(C[C@@H]1CC[C@@H]2NC[C@H](O)COC[C@H]2O1)NCCc1ccncc1,-11.6[25 µM]
COc1ccc(S(=O)(=O)N(C)C[C@@H]2OCCCC[C@@H](C)Oc3ccc(NC(=O)Cc4ccccc4)cc3C(=O)N([C@H](C)CO)C[C@@H]2C)cc1,2.1[25 µM]
CCOc1ccc2oc(C(=O)N(CC)CC(=O)Nc3ccc(NC(C)=O)cc3)c(C)c2c1,2.4
Cc1ccc(S(=O)(=O)NC(=O)c2cc(C)n(-c3ccccc3)c2C)cc1,1.7
C[C@@H]1CN([C@H](C)CO)S(=O)(=O)c2ccc(-c3ccncc3)cc2O[C@H]1CN(C)S(C)(=O)=O,15.7[25 µM]
Cc1ccc(C)c(S(=O)(=O)N2CCN(C(=O)CCNC(=O)c3ccc(Br)cc3)CC2)c1,-1.7
CC1CCN(CCCNC(=O)c2ccc3c(Cl)c4c(nc3c2)CCCC4)CC1,17.7

# An excerpt from above in order of heavy-atom count, descending:
SMILES,BL2 CD40 inh
CCOc1ccc2oc(C(=O)N(CC)CC(=O)Nc3ccc(NC(C)=O)cc3)c(C)c2c1,2.4
CCNS(=O)(=O)c1ccc(Br)c(C(=O)OC(C)C(=O)NCC2CCCCC2)c1 (stereo not drawn),-12.0
O=C(COC(=O)c1ccc(S(=O)(=O)N2CCCC2)cc1)NCc1ccco1,7.6

# Next section
SMILES,BL2 CD40 inh
O=C(c1ccc2c(c1)OCO2)N1C[C@H]2[C@@H](c3ccccc31)[C@H](CO)N2C(=O)CC1CC1,3.8[25 µM]
COc1cc2c(cc1OC)CN(C(=O)c1cc(C3CC3)nn1-c1ccccc1)CC2,7.9
Cc1ccc(C(=O)NC2CCN(C(=O)Nc3ccccc3)CC2)cc1,3.6
CCOc1cc(CNC(C)(C)CO)cc(Br)c1OCc1ccc(Cl)cc1Cl,10.3
C=CCOc1ccc(Br)cc1/C=C1/SC(=Nc2ccc(C(=O)O)cc2)NC1=O,2.5
O=C(COC(=O)/C=C/c1ccccc1[N+](=O)[O-])NCC(F)(F)F,0.1
C[C@@H]1CCCCO[C@@H](CN(C)C(=O)CCCN(C)C)[C@H](C)CN([C@H](C)CO)C(=O)c2cc(NC(=O)Nc3ccc4c(c3)OCO4)ccc2O1,-10.2[25 µM]
COc1cccc(CNc2nc3cc(-c4cccc(OC)c4)sc3c(=O)n2C)c1,-14.4
CCN(CC)CCCn1c2c(c(SCC(=O)Nc3cccc(C(C)=O)c3)nc1=O)CCC2,-1.5
O=C(Nc1ccnn1C1CCN(Cc2cccc(O)c2)CC1)C1CCCC1,4.1
CCCNC(=O)N1[C@H](CO)[C@H](c2ccc(C#CCN(C)C)cc2)[C@@H]1C#N,-6.1[25 µM]
CN(C)C(=O)C[C@H]1CC[C@H]2[C@@H](COC[C@@H](O)CN2C(=O)C2CCOCC2)O1,2.0[25 µM]
COCCn1cnc2c1c(=O)n(CC(=O)NC1CCCCC1)c(=O)n2Cc1ccccc1,-3.2
O=C(O)C1CCCCC1C(=O)N1CCCC1 (stereo not drawn),10.4
CN1C(=O)c2cc(NC(=O)C3CCC3)ccc2OC[C@H]2O[C@@H](CC(=O)NCc3ccccc3F)CC[C@@H]21,3.6

# Overlap with the part before: seven compounds, followed by the next part.
SMILES,BL2 CD40 inh
CCN(CC)CCCn1c2c(c(SCC(=O)Nc3cccc(C(C)=O)c3)nc1=O)CCC2,-1.5
O=C(Nc1ccnn1C1CCN(Cc2cccc(O)c2)CC1)C1CCCC1,4.1
CCCNC(=O)N1[C@H](CO)[C@H](c2ccc(C#CCN(C)C)cc2)[C@@H]1C#N,-6.1[25 µM]
CN(C)C(=O)C[C@H]1CC[C@H]2[C@@H](COC[C@@H](O)CN2C(=O)C2CCOCC2)O1,2.0[25 µM]
COCCn1cnc2c1c(=O)n(CC(=O)NC1CCCCC1)c(=O)n2Cc1ccccc1,-3.2
O=C(O)C1CCCCC1C(=O)N1CCCC1 (stereo not drawn),10.4
CN1C(=O)c2cc(NC(=O)C3CCC3)ccc2OC[C@H]2O[C@@H](CC(=O)NCc3ccccc3F)CC[C@@H]21,3.6
C[C@@H]1CCCCO[C@@H](CN(C)Cc2ccc(Cl)c(Cl)c2)[C@@H](C)CN([C@H](C)CO)C(=O)c2cc(NS(=O)(=O)c3cccs3)ccc2O1,29.9[25 µM]
Cc1c(NC(=O)COC(=O)c2ccc(F)c(S(=O)(=O)N3CCOCC3)c2)c(=O)n(-c2ccccc2)n1C,7.5
COc1ccc(CC(=O)OCC(=O)c2ccc(S(=O)(=O)N3CCCCC3)cc2)cc1,14.5
CN(C)CC(=O)N1[C@H](C#N)[C@H](c2ccc(C#CC3CCCC3)cc2)[C@H]1CO,20.2
N/C(COc1ccccc1)=N\NS(=O)(=O)c1ccccc1,-89.1
Cc1c(C(=O)NCCN2CCOCC2)oc2ccc(Br)cc12,-25.9
CCOC(=O)c1c(C)n(C)c2ccc(OCC(N)=O)cc12,7.7
CC1CCCN(C(=O)CN2C(=O)NC3(CCCCC3C)C2=O)C1 (stereo not drawn),4.8
N#CCN(C(=O)COC(=O)C1CC2CCCC(C1)C2=O)c1ccccc1 (stereo not drawn),9.2
CC(=O)Nc1ccc(S(=O)(=O)NN=Cc2ccc(Cl)c(Cl)c2)cc1,3.3
O=c1n(-c2ccc(Br)cc2)cnn1-c1ncccc1[N+](=O)[O-],-61.0
Cc1ccc(O)c(CC(C)C)n1,10.8
COC(=O)c1ccc(CSc2nnc(CNC(=O)c3ccc(OC)cc3)o2)o1,-1.2
O=C(COC(=O)C1c2ccccc2Oc2ccccc21)Nc1ccc2c(c1)OCO2,-4.1
CCCNC(=O)N1[C@@H]2CNC[C@H]1C2c1ccc(/C=C/c2ccccc2)cc1 (stereo partly drawn),20.1&-0.2
CCOC(=O)c1c(N)sc(C(=O)Nc2ccccc2)c1C,-12.7
CCS(=O)(=O)Nc1ccc2c(c1)C(=O)N(C)C[C@H](OC)[C@@H](C)CN(CC1CCCC1)[C@H](C)CO2,0.7
COc1ccccc1-c1ccc(C2[C@H]3CNC[C@@H]2N3C(=O)Nc2ccccc2Cl)cc1 (stereo partly drawn),-4.9[25 µM]
CC(=O)c1cccc(NC(=O)N[C@@H](CC(C)C)C(=O)O)c1,4.7
CCN1CCN(/C=N/c2nc(C)cs2)CC1,8.9
O=C(C[C@@H]1C[C@@H]2c3cc(NS(=O)(=O)c4ccc(F)cc4)ccc3O[C@@H]2[C@@H](CO)O1)N1CCc2ccccc2C1,22.0[25 µM]
Cc1ccc(C(C)(C)C)cc1S(=O)(=O)Nc1cccc(C(=O)N2CCN(c3ccccn3)CC2)c1,-0.9
CO/N=C1\CCCc2c(C(=O)NN)sc(SC)c21,11.8
CCn1nc(C)c(CCC(=O)O)c1C,19.1
C[C@H]1CN([C@@H](C)CO)C(=O)c2c(c3ccccc3n2C)-c2ccccc2CO[C@H]1CN(C)Cc1ccc(F)cc1,15.0
C[C@@H]1CN([C@H](C)CO)C(=O)c2c(c3ccccc3n2C)-c2ccccc2CO[C@@H]1CN(C)Cc1cccc(C(F)(F)F)c1,37.4[25 µM]
COCC(=O)N1CCCCN2[C@H](C1)[C@@H](c1ccc(-c3cccc(C)c3)cc1)[C@@H]2CO,4.9[25 µM]
CC(=O)Nc1cccc(OCc2ccc(S(=O)(=O)Cc3ccccc3)cc2)c1,-71.8
C[C@H](O)C#Cc1ccc([C@H]2[C@H](CO)N3CCCCN(C(=O)c4ccncc4)C[C@@H]23)cc1,-4.8[25 µM]
C/C(=N\N1C(=O)c2ccccc2NC1c1ccccc1)c1ccccc1O (stereo not drawn),-7.5
O=C(NCCc1ccncc1)[C@H]1[C@H](CO)[C@H]2Cn3c(ccc(-c4ccncc4)c3=O)[C@@H]1N2,5.6[25 µM]
CCCNC(=O)Nc1ccc2c(c1)OC[C@@H](C)N(Cc1cncnc1)C[C@H](C)[C@H](OC)CN(C)C2=O,-8.3[25 µM]
Cc1ccsc1C(=O)N(Cc1nnc(-c2ccccc2Cl)o1)C1CC1,-14.8
COc1ccc(S(=O)(=O)N2CCCCC2)cc1NC(=O)CCc1nc2ccccc2c(=O)[nH]1,5.3
Nc1nc(NCc2ccco2)nc(N2CCCCC2)c1[N+](=O)[O-],8.5
COc1ccccc1NC(=O)N1C[C@@H](O)COC[C@H]2O[C@@H](CC(=O)N3CCC(Cc4ccccc4)CC3)CC[C@@H]21,12.1[25 µM]
COc1cccc(CN(C)C[C@@H]2OCc3ccccc3-c3c(n(C)c4ccccc34)C(=O)N([C@H](C)CO)C[C@H]2C)c1,20.3
O=C(C[C@H]1C[C@@H]2c3cc(NC(=O)C4CCC4)ccc3O[C@@H]2[C@H](CO)O1)NCc1ccccn1,1.0[25 µM]
Cc1ccc(COC(=O)c2cccc(S(=O)(=O)N3CCCCC3)c2)cc1,23.3
COc1ccc(-c2cc3nc4c(c(=O)n3[nH]2)CCC4)cc1,-31.1
N#Cc1nc(-c2cccs2)oc1NCCCN1CCOCC1,-11.7
CCOC(=O)C1(CC2CC2)CCN(Cc2cc(Cl)c(O)c(OC)c2)CC1,-0.8
Cc1c(C)n2c(SCC(=O)N3CCN(c4ccccc4)CC3)nnc2[nH]c1=O,7.6
OCCC1CN(Cc2cnn(-c3ccc(F)cc3)c2)CCN1Cc1ccsc1 (stereo not drawn),13.7
O=C(CN1CCOCC1)N1CC(=O)N2[C@H](CO)[C@@H](c3ccc(-c4cccc(F)c4)cc3)[C@H]2C1,5.3[25 µM]
Cc1ccc2c(c1)cc(CN(Cc1ccco1)C(=O)N1CCOCC1)c1nnnn12,-3.8
CC(=O)Nc1ccc(S(=O)(=O)NCC(=O)NNC(=O)COc2ccccc2Cl)cc1,14.5
COc1ccc(Cl)cc1-c1nc(SCC(=O)NC(C)C(C)C)n[nH]1 (stereo not drawn),-4.3
NC(=O)CSC1=N/C(=C\c2ccco2)C(=O)N1c1ccc(OC(F)F)cc1,-1.0
COc1ccccc1C(=O)Nc1nc(-c2ccc3c(c2)OCCO3)cs1,50.0*
Cc1ccc(NC(=O)COC(=O)CN2CCSC2=O)cc1F,-3.5
CCCN(CC(=O)Nc1ccccc1OC)C(=O)c1ccc(S(=O)(=O)Nc2ccccc2OC)cc1,14.0
Clc1ccc(C=NN2CCCCCC2)cc1,-39.4
